Myeloid diff 2: promotes myeloid progenitor differentiation. AID 624256. hit rate 1% among 360,000. ER-HoxA9 myeloid progenitors, lysozyme-GFP differentiation, flow cytometry. calls only at 10 µM;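 active means normalized GFP-positive differentiation at or above the plate's own cutoff, the solvent-only control mean plus 3 SD; inconclusive means no clear call, values can overlap the other calls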;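 further: cells exposed to compound for four days before flow analysis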
WT yeast gro inh: growth inhibition of WT yeast, mitochondrial fusion screen. mitochondrial fusion phenotypic screen, WT strain. hit rate 2.1% among 190,000. inhibition, % at 10 µM; in the data active means inhibition above about 58%; tested in S. cerevisiae
Siah-1 displacement: Siah-1 peptide-binding antagonists, primary screen, biochemical, fluorescence polarization, rhodamine-plectin, uHTS (AID 1817) | Siah-1 / rhodamine-plectin peptide fluorescence polarization; higher % means a stronger effect | one-dose displacement, % at 20 µM; IC50 in µM for titrated hits | hit rate 0.02% among 290,000;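 active means displacement of at least 50% at 20 µM, with a fluorescence ratio check between 0.3 and a set limit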;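 further: plate controls were Siah plus tracer with DMSO for no effect and tracer alone without Siah for full effect; strong numbers were not always called active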
human PMI inhibitors: human PMI inhibitors, high substrate, primary screen, biochemical, fluorescence intensity, high mannose 6-phosphate (AID 1220). inhibition, % at 20 µM, or IC50 in µM where a hit was titrated. hit rate 0.66% among 190,000. recombinant PMI enzyme, coupled fluorescence intensity; higher % means a stronger effect
Salmonella PhoP GFP: inhibitors of PhoP regulon expression, primary screen, Salmonella Typhimurium, GFP reporter (AID 1863) | S. Typhimurium PhoP-regulated promoter GFP reporter, 4 h; higher % means a stronger effect | inhibition, % at 50 µM, or IC50 in µM where a hit was titrated | hit rate 0.16% among 300,000;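 active means inhibition over 29.93%, a cutoff 3 SD above the screen mean, later confirmed by dose response; inconclusive means inhibition over 29.93% but no dose response follow-up; inactive means inhibition at most 29.93% or unconfirmed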;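 further: 0% = low Mg2+ inducing control and 100% = high Mg2+ repressing control; strong numbers were not always called active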
XIAP antagonists: XIAP antagonists, biochemical, IAP family, fluorescence polarization (AID 1018); XIAP BIR domain, fluorescence polarization peptide displacement; higher % means a stronger effect; displacement, % at 20 µM; hits with a dose series show IC50 in µM; hit rate 0.007% among 200,000; in the data active means displacement above about 50%; further: a part of the inactive calls stands beside numbers as strong as those of hits
TNAP activators: human TNAP enzyme activators, primary screen, biochemical, luminescent, no phosphate acceptor, uHTS (AID 1001) | hit rate 0.03% among 200,000 | purified TNAP, luminescent activation assay, no phosphate acceptor; higher activation fold means a stronger effect | activation fold at 20 µM; hits with a dose series show EC50 in µM; in the data active means activation fold from about 3, or a potency from the dose series; inactive means the rest, 99 in 100 with activation fold below about 1.6; further: many of its hits are not listed in these tables
PMI inhibitors: MPI enzyme activity inhibition – biochemical, fluorescence intensity, coupled assay, primary screen (AID 1209) | purified PMI enzyme, coupled fluorescence intensity; higher % means a stronger effect | one-dose inhibition, % at 20 µM; IC50 in µM for titrated hits | hit rate 0.42% among 190,000;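 further: plate controls were DMSO vehicle for no effect and wells lacking substrate for full effect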
RSV antiviral HEp-2: inhibition of RSV-induced cytopathic effect – HEp-2 cells, primary 10 µM value included (AID 2391); HEp-2 cells, RSV-induced CPE inhibition; higher % means a stronger effect; one-dose CPE inhibition, % at 10 µM; IC50 in µM for titrated hits; hit rate 0.13% among 310,000; in the data active means a potency from the dose series; inconclusive means CPE inhibition mostly from about 23% at the one dose, without a potency; inactive means the rest, 99 in 100 with CPE inhibition below about 21%; further: strong numbers were not always called active
WT yeast gro inh mutant strain: recorded beside WT yeast gro inh, whose call it bears; inhibition, %; mitochondrial fusion phenotypic screen, mutant strain inhibition
Myeloid diff 2 GFP+ MAC1+ %: further read-out of Myeloid diff 2, marked with its call; GFP+ MAC1+ double positive, %; measured here: differentiation confirmed by MAC1 staining
Starred values were filed as active, the others as inactive; i = inactive; ? = inconclusive; . = not tested or not shown. Unless noted, no stated cut-off is given here; in the data, active means inhibition above about 50%; inactive means the rest.

SMILES	Myeloid diff 2	Myeloid diff 2 GFP+ MAC1+ %	WT yeast gro inh	WT yeast gro inh mutant strain	Siah-1 displacement	human PMI inhibitors	Salmonella PhoP GFP	XIAP antagonists	TNAP activators	PMI inhibitors	RSV antiviral HEp-2
Cc1ccc(COc2ccc(CNCCCN3CCCCCC3=O)cc2)cc1	i	0.3	.	.	2%	.	-3%	.	.	.	-1.5%
O=c1[nH]c(CSc2ncnc3sc(-c4ccccc4)cc23)nc2ccccc12	i	0.9	.	.	-7%	.	-10%	.	.	.	0.1%
CCOc1ccc(-c2c(C(=O)N/N=C/c3ccc(OC(C)C)cc3)nnn2-c2nonc2N)cc1	i	0.2	16	3	-8%	10%	14%	-5.6%	1	20%	9.7%
CCc1nnc2c(NCCc3ccccc3)nc3ccccc3n12	i	0.5	.	.	7%	.	4%	.	.	.	0.4%
CCC(C(=O)O)n1nnc(-c2ccc(-c3ccc(OC)cc3)cc2)n1 (stereo not given)	i	6.7	30	-2	-1%	-4%	-2%	-4.0%	1.1	1%	1.9%
CCOC(=O)c1c(NC(=O)C2CC2)sc(C)c1CC	i	0.2	2	0	0%	3%	4%	-8.8%	1.1	3%	4.1%
NC(=O)c1ccsc1NC(=O)Cc1ccc([N+](=O)[O-])cc1	i	0.7	-4	-4	-2%	13%	-1%	-1.7%	1	16%	2.1%
CCOc1ccc(N(CC)C(=O)CCNC(=O)Cn2ccc3ccccc3c2=O)cc1	i	1.0	3	-7	0%	-9%	4%	-4.7%	1	-8%	2.7%
CN(C)S(=O)(=O)c1ccc(N2CCCC2)c(C(=O)Nc2nc3ccccc3s2)c1	i	1.4	8	-15	5%	6%	18%	-4.7%	1.1	15%	13%
COc1ccccc1NS(=O)(=O)c1ccc(C)c(NC(=O)NC2CCCCC2)c1	i	0.7	-11	-12	-7%	2%	-9%	-2.0%	1.3	16%	4.4%
O=C(NC1CCCCC1)OCCN1CCN(Cc2ccccc2)CCC1=O	.	.	4	-27	-2%	0%	6%	-5.3%	1	3%	-0.5%
C/C(N)=C(/C#N)C(=O)COC(=O)c1cccc2ccccc12	i	0.3	-9	-12	-2%	-1%	-35%	-1.5%	1.1	9%	4.1%
CCOC(=O)c1ccccc1NC(=O)COC(=O)CN1C(=O)C2CC=CCC2C1=O (stereo not given)	i	0.3	.	.	-4%	.	11%	.	.	.	0.4%
Cc1ccc(/C=N/N2CCN(Cc3cccc4ccccc34)CC2)o1	i	0.5	-3	15	-2%	3%	-9%	-6.3%	1.2	6%	1.6%
O=C(CCNc1ccc(Cl)cc1)c1cccs1	i	1.5	-2	25	7%	2%	3%	-2.7%	1.1	21%	1.1%
O=C(Nc1cccc(Cl)c1Cl)C1CCCO1 (stereo not given)	i	0.2	.	.	7%	.	2%	.	.	.	-1.6%
Cc1nc2ccccc2c(=O)n1NC(=O)c1ccc(C(C)(C)C)cc1	i	0.4	.	.	3%	.	-2%	.	.	.	3.3%
Cc1ccn2c(Nc3ccccc3)c(-c3ccccn3)nc2c1	i	0.5	73*	72*	-10%	-6%	0%	-8.1%	1.3	-7%	3.7%
Cc1cc(=O)n2[nH]c(=O)c(N=Nc3ccccc3)c2[nH]1	i	0.6	-25	30	-1%	-1%	-2%	-1.6%	2	4%	0.6%
CCOc1ccc(Br)cc1S(=O)(=O)Nc1ccc(N2CCOCC2)cc1	i	0.5	21	17	-5%	5%	-1%	-2.8%	1.1	12%	6.7%
COc1cc2c(cc1OC)CN(C(=O)c1ccncc1)CC2	i	0.4	.	.	-1%	.	-3%	.	.	.	-0.1%
CN(C)CCN(Cc1ccccc1)S(=O)(=O)c1csc(C(N)=O)c1	i	1.7	.	.	-2%	.	-4%	.	.	.	-0.1%
CC(/C=N/n1c(-c2ccco2)n[nH]c1=S)=C\c1ccccc1	i	0.2	73*	44*	3%	19%	-6%	-1.3%	0.7	22%	2.8%
Cc1nnc(SCc2nc(N)nc(Nc3ccccc3)n2)s1	i	0.9	6	5	-4%	-4%	2%	-4.2%	1.1	2%	6.4%
N#CCSc1nn(-c2ccc(F)cc2)c(=S)s1	i	1.7	4	-30	0%	8%	-2%	-10%	1	-2%	0.5%
Cc1cnc(NC(=O)c2cc3c(C)nn(Cc4ccccc4Cl)c3s2)s1	i	0.2	6	3	8%	4%	-3%	-2.2%	0.9	10%	0.4%
O=S(=O)(O/N=C1\CCCc2ccccc21)c1ccc(Cl)cc1	i	0.2	12	17	-3%	-28%	-13%	-7.7%	1.1	-19%	1.8%
CC(=O)OCC(=O)Nc1ccc(SC(F)F)cc1	i	1.1	-5	7	16%	2%	6%	-4.1%	1.1	7%	3.4%
Cc1cc(C)nc(NC(=S)NC(=O)c2ccccc2)n1	i	0.6	.	.	5%	.	3%	.	.	.	1.6%
O=C(Nc1nc(-c2ccc(Cl)s2)cs1)c1ccco1	i	0.5	40	3	-3%	6%	-5%	-9.4%	1.2	12%	14%
O=C1CN(C(=O)c2cccc(S(=O)(=O)N3CCCC3)c2)c2ccccc2N1	i	0.1	.	.	1%	.	-11%	.	.	.	-1.6%
Cc1ccc(C)c(N2CCN(C(=O)c3cc4ccccn4n3)CC2)c1	i	2.7	29	3	-2%	16%	-171%	-4.0%	1.1	18%	3.1%
COc1ccc(CCNC(=O)c2ccc(N3CCCC3=O)cc2)cc1OC	i	0.4	-8	2	2%	4%	10%	0.1%	1.1	4%	1.0%
O=C(Cc1ccc(-n2c(=O)c3ccccc3n(Cc3ccc(F)cc3)c2=O)cc1)NCC1CCCO1 (stereo not given)	i	0.7	-6	1	1%	-6%	8%	7.9%	1.1	11%	3.1%
COc1ccc(-c2csc3ncn(-c4ccc(C)cc4)c(=O)c23)cc1OC	i	0.3	-6	-9	-2%	4%	0%	-1.4%	1.1	6%	9.7%
CCOC(=O)C1CCCN(C(=O)c2cc3ccccc3oc2=O)C1 (stereo not given)	i	0.2	9	-9	-2%	6%	-13%	0.5%	1	8%	1.1%
COc1ccccc1OCC(=O)Nc1cccc(-c2nnc(-c3ccco3)o2)c1	i	0.8	19	11	7%	4%	5%	-2.0%	1.1	5%	-1.4%
O=C(Nc1ccc(Cc2ccncc2)cc1)c1cc(F)c(F)cc1Cl	i	0.4	11	-6	4%	10%	2%	-5.3%	1.1	11%	1.6%
Cc1sc2ncn(CC(=O)NCCN(C)C)c(=O)c2c1S(=O)(=O)N1CCC(C)CC1	i	0.7	.	.	2%	.	6%	.	.	.	1.3%
O=C1Nc2cc(C(=O)NCC3CCCO3)ccc2S/C1=C/c1ccccc1F (stereo not given)	?	.	.	.	2%	.	-1%	.	.	.	14%
CCn1cc(CN2CCc3c([nH]c4ccccc34)C2c2cccc(OC)c2OC)c(C)n1 (stereo not given)	i	0.6	-12	-9	-1%	-4%	-8%	-7.7%	1	7%	1.6%
CCOC(=O)c1c(C)oc2ccc(OCC(=O)N(CC)CC)cc12	i	0.1	-3	8	-5%	11%	2%	4.7%	1.1	14%	-0.4%
CCC(=O)/C=C1\Sc2ccc(OC)cc2N1CCO	i	0.6	-14	-1	0%	-2%	-2%	-3.0%	1.1	-2%	6.7%
CCCOC1CCCN(Cc2nc(-c3ccc(C(=O)OC)cc3)no2)C1 (stereo not given)	i	0.8	.	.	0%	.	-2%	.	.	.	0.0%
COc1ccc(Nc2nc(Cl)nc(NCc3ccco3)n2)cc1	i	0.9	7	10	2%	8%	0%	-3.7%	1.1	8%	0.4%

Profiles, quoted from the list:
`CCOC(=O)c1c(C)oc2ccc(OCC(=O)N(CC)CC)cc12` across the screens: Myeloid diff 2 = i; Myeloid diff 2 GFP+ MAC1+ % = 0.1; WT yeast gro inh = -3; WT yeast gro inh mutant strain = 8; Siah-1 displacement = -5%; human PMI inhibitors = 11%; Salmonella PhoP GFP = 2%; XIAP antagonists = 4.7%; TNAP activators = 1.1; PMI inhibitors = 14%; RSV antiviral HEp-2 = -0.4%
`O=C1Nc2cc(C(=O)NCC3CCCO3)ccc2S/C1=C/c1ccccc1F` (stereo not given) across the screens: Myeloid diff 2 = ?; Myeloid diff 2 GFP+ MAC1+ % = .; WT yeast gro inh = .; WT yeast gro inh mutant strain = .; Siah-1 displacement = 2%; human PMI inhibitors = .; Salmonella PhoP GFP = -1%; XIAP antagonists = .; TNAP activators = .; PMI inhibitors = .; RSV antiviral HEp-2 = 14%

(list continues)
SMILES	Myeloid diff 2	Myeloid diff 2 GFP+ MAC1+ %	WT yeast gro inh	WT yeast gro inh mutant strain	Siah-1 displacement	human PMI inhibitors	Salmonella PhoP GFP	XIAP antagonists	TNAP activators	PMI inhibitors	RSV antiviral HEp-2
CCC(C)(C)NC(=O)C1CCC(CNS(=O)(=O)c2cccc3nsnc23)CC1 (stereo not given)	i	0.0	.	.	5%	.	2%	.	.	.	1.8%
Cc1sc2nc(SCC(=O)N3CCOCC3)[nH]c(=O)c2c1-c1ccccc1	i	2.9	.	.	-3%	.	-5%	.	.	.	1.6%
O=C(N/N=C/c1ccccn1)c1ccc(NC(=O)c2cccc([N+](=O)[O-])c2)cc1	i	0.3	2	10	-8%	-33%	1%	-9.0%	1.1	-57%	1.2%
C/C(=N/Nc1nc(C)cc(C)n1)c1ccc(Br)cc1	i	0.7	.	.	4%	.	-4%	.	.	.	1.8%
CS(=O)(=O)N(Cc1ccc(Cl)cc1)c1ccc(C(=O)NCCC2=CCCCC2)cc1	i	7.2	17	6	-8%	-4%	3%	-7.3%	1	-3%	-0.8%
C#CCN1C(=O)S/C(=C\c2ccc(-c3ccc(Cl)c(C(=O)O)c3)o2)C1=O	i	0.4	.	.	3%	.	-7%	.	.	.	7.1%
Cc1cc(NC(=O)CN2CC3CC(C2)c2cccc(=O)n2C3)nc2c1c(=O)oc1ccccc12 (stereo not given)	.	.	.	.	-1%	-24%	.	-4.4%	1.1	-7%	.
CC(SCc1ccccc1)C(=O)Nc1ccccc1F (stereo not given)	i	0.9	.	.	-1%	.	-2%	.	.	.	0.0%
CCOc1ccc(CN(C)CC(=O)Nc2ccc(N3CCOCC3)cc2)cc1OC	i	0.5	2	10	0%	11%	-3%	-7.1%	1.1	14%	0.9%

Reprinted at random: three compounds from above, in no set order.
SMILES	Myeloid diff 2	Myeloid diff 2 GFP+ MAC1+ %	WT yeast gro inh	WT yeast gro inh mutant strain	Siah-1 displacement	human PMI inhibitors	Salmonella PhoP GFP	XIAP antagonists	TNAP activators	PMI inhibitors	RSV antiviral HEp-2
Cc1sc2nc(SCC(=O)N3CCOCC3)[nH]c(=O)c2c1-c1ccccc1	i	2.9	.	.	-3%	.	-5%	.	.	.	1.6%
CC(/C=N/n1c(-c2ccco2)n[nH]c1=S)=C\c1ccccc1	i	0.2	73*	44*	3%	19%	-6%	-1.3%	0.7	22%	2.8%
C/C(=N/Nc1nc(C)cc(C)n1)c1ccc(Br)cc1	i	0.7	.	.	4%	.	-4%	.	.	.	1.8%

Taken from above.
Reading of CCOC(=O)c1c(NC(=O)C2CC2)sc(C)c1CC under Siah-1 displacement: 0%
Reading of Cc1cc(C)nc(NC(=S)NC(=O)c2ccccc2)n1 under Siah-1 displacement: 5%

Compound activity deposited in PubChem by several laboratories.

Compounds as they come; overall some 3.1% were active at least once.
